# Assay outcomes: PubChem, National Center for Advancing Translational Sciences (NCATS)
# IL2 activator – activators of IL-2; activation, % (series mostly up to about 46 µM); AID 652025; 360,000 compounds, 0.065% hits; IL-2 activation reporter assay, cell-based qHTS; stimulated with anti-CD3/CD4/CD28 beads; in transgenic mouse T cells; in the data active = activation above about 50%; inconclusive = mostly about 30% to 49%; note: 0% is about no effect
#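 EGFP and DsRed fluorescence is measured by plate cytometry in unstimulated transgenic mouse T cells exposed to compound for 60 minutes, then stimulated 18 hours at 37 degrees C with anti-CD3/anti-CD4 beads plus anti-CD28.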
# FUS suppressor – FUS proteinopathy suppression in yeast. S. cerevisiae FUS-expressing, growth rescue, OD600, 24 h. Potency, µM (doses to about 76.6 µM), for inactives: top-dose growth rescue (activation), actives largely listed as activators. 390,000 compounds, 0.24% hits. AID 1347120;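 note: potency is the fitted concentration of half-maximal effect; plate controls were DMSO vehicle for no effect and reference control for full effect; nearly all actives have a fitted effect of over 55% in size; some results filed as inactive show a strong effect at the top dose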
#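 Read-out: OD at 600 nm after 24hr at 30C, reporting rescue of FUS-induced yeast toxicity. Cells at OD 0.005 in galactose (2%) minimal medium; compounds tested in a dilution series; CP55940 titration from 92uM final as control.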
# WRN helicase inh – blocks human WRN helicase; WRN helicase unwinding, fluorescent forked duplex, kinetic; 360,000 compounds, 0.46% hits; Potency, µM (top dose mostly 114 µM), without a hit: at the top dose activity change, negative = inhibition, actives largely listed as inhibitors; AID 651768; Q14191; note: potency is the fitted concentration of half-maximal effect; % is set by controls: 0 for no effect and ±100 for the full control effect; nearly all actives have a fitted effect of over 55% in size
#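 Screening of the MLSMR collection measured strand separation of a quenched forked DNA duplex (100 nM) by 20 nM WRN with 2 mM ATP, all final. Compounds were preincubated with enzyme 15 min at room temperature.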
# EPAC1 ag – agonists of human EPAC1; Potency, µM (titrated, usually from 154 µM), inactives show at the top dose activation, hits mostly activators; 360,000 compounds, 0.073% hits; EPAC1 agonist qHTS, biochemical assay; response scale: 100% = response to 6.5 mM cAMP; O95398; note: potency is the fitted concentration of half-maximal effect; nearly all actives have a fitted effect of over 60% in size
#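 Multi-concentration qHTS readout: loss of Rap1B-bound BODIPY-GDP fluorescence driven by 100 nM EPAC1 with excess GDP (50 uM), monitored kinetically at room temperature; agonist response expressed relative to 6.5 mM cAMP.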
# EPAC1 antagonist – blocks human EPAC1 exchange factor; O95398; EPAC1 GEF assay, Rap1b-BODIPY-GDP exchange fluorescence; Potency, µM (highest dose often 115 µM), for the others: at the top dose activity change, negative = inhibition, most hits filed as inhibitors; 360,000 compounds, 0.14% hits; AID 720709;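 note: potency is the fitted concentration of half-maximal effect; plate controls were vehicle for no effect and positive control for full effect; nearly all actives have a fitted effect of over 50% in size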
# PLK1 PBD block – blocks phosphopeptide binding to human PLK1 polo-box domain. Plk1 PBD binding of FITC phosphopeptide, fluorescence polarization. Potency, µM, for the others: max response, negative = inhibition, hits mostly inhibitors. 360,000 compounds, 2.8% hits; note: potency is the fitted concentration of half-maximal effect; series mostly up to about 57 µM; % is set by controls: 0 for no effect and ±100 for the full control effect; nearly all actives have a fitted effect of over 65% in size
# Target sequence (P53350 whole entry, looked up, the tested form may be a part): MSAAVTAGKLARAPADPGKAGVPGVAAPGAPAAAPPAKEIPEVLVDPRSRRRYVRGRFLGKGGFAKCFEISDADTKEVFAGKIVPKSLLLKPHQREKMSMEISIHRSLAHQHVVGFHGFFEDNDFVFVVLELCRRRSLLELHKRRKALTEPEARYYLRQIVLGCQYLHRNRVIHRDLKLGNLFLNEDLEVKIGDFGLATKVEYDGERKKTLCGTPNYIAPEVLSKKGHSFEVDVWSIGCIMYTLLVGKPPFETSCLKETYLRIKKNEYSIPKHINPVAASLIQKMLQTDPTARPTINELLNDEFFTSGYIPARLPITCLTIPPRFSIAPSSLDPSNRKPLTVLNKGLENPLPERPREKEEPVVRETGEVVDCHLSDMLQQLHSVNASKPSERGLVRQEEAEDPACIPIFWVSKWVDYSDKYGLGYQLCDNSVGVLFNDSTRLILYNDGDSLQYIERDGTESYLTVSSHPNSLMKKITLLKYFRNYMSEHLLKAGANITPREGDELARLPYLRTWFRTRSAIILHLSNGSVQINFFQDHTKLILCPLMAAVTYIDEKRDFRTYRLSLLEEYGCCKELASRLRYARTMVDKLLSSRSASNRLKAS
# Abeta rescue – compounds reversing amyloid beta toxicity in yeast | yeast expressing A-beta42, growth rescue, OD600, 48 h; response scale: 0% DMSO, 100% iron-clioquinol control | Potency, µM (top dose mostly 46.1 µM), inactives show at the top dose growth rescue, actives largely listed as activators | 410,000 compounds, 0.063% hits | AID 1347071; note: potency is the fitted concentration of half-maximal effect; nearly all actives have a fitted effect of over 55% in size
#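 Yeast growth medium received pinned compounds, then yeast cells expressing toxic A-beta were added; plates incubated at 30 C for 48 hr. Growth read as absorbance at 600 nm, normalized to DMSO and equimolar FeCl3 plus clioquinol controls.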
# PI5P4Ka inh – blocks human PI5P4K alpha kinase activity. P48426. PI5P4Kalpha enzyme, ADP-Glo luminescence, 60 min; stronger effect = lower value. max response, %. 330,000 compounds, 1.2% hits. AID 652105; active = max response of -50% or lower; inconclusive = between -30% and -50%; inactive = -30% or higher; note: value at the top dose of about 77 µM; % is set by controls: 0 for no effect and ±100 for the full control effect
# Target sequence (P48426 whole entry, looked up): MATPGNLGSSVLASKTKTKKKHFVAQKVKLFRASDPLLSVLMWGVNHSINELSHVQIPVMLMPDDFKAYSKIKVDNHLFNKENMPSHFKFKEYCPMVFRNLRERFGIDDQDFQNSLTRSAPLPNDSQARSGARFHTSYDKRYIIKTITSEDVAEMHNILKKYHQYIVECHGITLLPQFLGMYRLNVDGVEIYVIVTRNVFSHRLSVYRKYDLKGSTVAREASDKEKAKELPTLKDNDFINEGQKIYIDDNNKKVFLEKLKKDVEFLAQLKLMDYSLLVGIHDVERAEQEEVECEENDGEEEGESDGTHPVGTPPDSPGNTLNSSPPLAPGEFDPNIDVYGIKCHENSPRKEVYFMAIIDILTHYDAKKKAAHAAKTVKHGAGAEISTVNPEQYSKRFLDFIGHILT
#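 ADP-Glo luminescence end-point read after a 60 min room-temperature kinase reaction of PI5P4Kalpha plus substrate, initiated with ATP at 5 microM final. Buffer: 0.038 M HEPES pH 7.4, EGTA, 0.1% CHAPS, 5% DMSO.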
# * hit, by the source's call; ? = inconclusive; nt = not tested or not shown. Unless noted, calls come from the whole dose curve; as a rule, active = well fitted curve in the direction sought with a large enough effect; inconclusive = small, poorly fitted or top-dose-only effect, or another doubt; inactive = no such curve, though single readings can be large; an effect the other way counts as inactive or inconclusive. Not a hit list; about 4.1% have a hit in one of these screens.
no.	SMILES	IL2 activator	FUS suppressor	WRN helicase inh	EPAC1 ag
1	Oc1c(Br)cccc1/C=N/c1ncn[nH]1	-0.1	-4%	-6%	9%
2	CCOC(CNC(=O)c1ccc2c(c1)ncn2-c1ccc(F)c(F)c1)OCC	-0.1	-11%	4%	4%
3	O=C(CSc1cccc2cccnc12)Nc1cc(C(=O)O)cc(C(=O)O)c1	-3.6	1%	-4%	3%
4	CCOC(=O)c1c(C)c(C(=O)N2CCN(c3ccc(F)cc3)CC2)c(C)n1C	0.0	20%	8%	-6%
5	O=C(Cn1c2[n+](c3ccc(C(F)(F)F)cc31)CCCCC2)Nc1ccc(Br)cc1	-1.6	-3%	-6%	-3%
6	O=C(N/N=C/c1cccnc1)c1ccccc1[N+](=O)[O-]	-0.7	-33%	0%	10%
7	O=C1c2ccccc2C(=O)N1CCSc1nc2ccccc2c(=O)n1CCCN1CCOCC1	-6.4	-23%	3%	-2%
8	O=C(Nc1ccc(Cl)cc1)Nc1ccc(S(=O)(=O)Nc2ncccn2)cc1	0.2	-28%	3%	-10%
9	CCc1nc2ccc(C(=O)NCCCn3ccnc3)cn2c1N(CC)CCN(C)C	-0.4	-8%	4%	17%
10	COP(=O)(OC)c1ccc(NCc2cc(O)ccc2O)cc1	-0.3	nt	56µM*	-7%
11	COc1ccc(CCN=C(N)NS(=O)(=O)c2ccc(OC)cc2)cc1	-2.9	0%	9%	-11%
12	COCCNC(=O)c1ccc(C)c(S(=O)(=O)Nc2ccc(C)cc2)c1	-1.4	13%	5%	-7%
13	CCc1cc(C(=O)NC2CCCc3c2cnn3-c2ccc(F)cc2F)no1 (stereo not drawn)	-3.0	-38%	4%	8%
14	Cc1cccc(N2C(=O)C(Oc3ccc(Cl)cc3Cl)C2C(=O)O)c1C (stereo not drawn)	-0.5	2%	-17%	0%
15	Cc1cc(OCC(=O)NC2CC(C)(C)NC(C)(C)C2)c(C)cc1Br	-1.2	19%	-11%	2%

no.	EPAC1 antagonist	PLK1 PBD block	Abeta rescue	PI5P4Ka inh
1	-29%	-13%	1%	6
2	-23%	-10%	4%	-1
3	-9%	?	-7%	-6
4	3%	-9%	-13%	2
5	-1%	0%	9%	9
6	-6%	-2%	6%	5
7	6%	-4%	-12%	-14
8	-17%	-7%	3%	-12
9	5%	-9%	-7%	-1
10	-7%	?	0%	-23
11	-8%	-3%	-6%	-5
12	1%	-4%	-13%	nt
13	2%	1%	-20%	2
14	-16%	-2%	18%	-13
15	2%	-5%	0%	2

# (listing goes on)
no.	SMILES	IL2 activator	FUS suppressor	WRN helicase inh	EPAC1 ag
16	COc1ccc([N+](=O)[O-])cc1NC(=O)C(C)c1ccccc1 (stereo not drawn)	-4.7	nt	-6%	-2%
17	CNc1nc(N(C)C)nc(N(C)C)n1	-0.3	-40%	0%	-21%
18	Cc1csc(Sc2ccc(C(=O)OCC(=O)Nc3ccc(OC(F)(F)F)cc3)cc2[N+](=O)[O-])n1	0.2	nt	-7%	-5%
19	C=CCNc1nc(SCC=C)nc2ccsc12	-5.5	nt	-24%	-13%
20	Cc1cccn2c(=O)c3cc(C(=O)NCC4CCCO4)c(=N)n(CCc4ccccc4)c3nc12 (stereo not drawn)	0.0	5%	13%	5%
21	Cc1cc(C)nc(SCC(=O)Nc2ccc(S(=O)(=O)NC(C)(C)C)cc2)n1	-1.8	30%	-4%	8%
22	O=C(COC(=O)/C=C/c1ccc(F)cc1)NCc1cccs1	0.8	-11%	1%	17%
23	CCCSc1nnc(N2C(=O)CC(c3ccsc3)C3=C2CCCC3=O)s1 (stereo not drawn)	-1.7	26%	-1%	2%
24	O=C(Cn1nc2ccccc2n1)N/N=C/c1cc(Cl)cc([N+](=O)[O-])c1O	0.0	-1%	-5%	2%
25	Cc1cc(C)c(S(=O)(=O)Nc2cc(C)on2)c(C)c1	-0.3	1%	5%	-3%
26	Cc1ccc(CN2CC(=O)N3[C@H]4c5cc(Cl)ccc5OC[C@@H]4[C@H](c4ccccc4)[C@]3(C)C2=O)cc1	-0.2	?	-10%	-7%
27	O=C(NCCO)C1CCN(S(=O)(=O)c2ccc(F)cc2)CC1	-0.1	-3%	-20%	5%
28	c1ccc(Cc2ccc(OCCN3CCOCC3)cc2)cc1	-0.4	0%	1%	4%
29	Cc1nn(-c2ccccc2)c(C)c1C(=O)OC/C(O)=C(\C#N)c1nc2ccccc2[nH]1	0.5	?	-16%	0%
30	COc1cccc(CNC(=O)COC(=O)C2CCN(c3ccc(C(F)(F)F)cn3)CC2)c1	0.3	nt	7%	-5%

no.	EPAC1 antagonist	PLK1 PBD block	Abeta rescue	PI5P4Ka inh
16	-27%	1%	9%	6
17	4%	?	-16%	?
18	-16%	-10%	7%	1
19	-7%	-13%	-18%	6
20	21%	-7%	-11%	5
21	-4%	-10%	15%	nt
22	6%	-9%	-21%	2
23	-10%	-5%	?	0
24	4%	-22%	-12%	-30
25	?	-6%	22%	1
26	-16%	-1%	42%	-5
27	-13%	-3%	16%	-5
28	-22%	0%	17%	10
29	-7%	-6%	6%	-27
30	-17%	1%	18%	3

# Further entries
no.	SMILES	IL2 activator	FUS suppressor	WRN helicase inh	EPAC1 ag
31	O=C(Nc1ccc2c(c1)CCCN2C(=O)c1cccs1)c1cccc(F)c1	-2.9	26%	-9%	-11%
32	CCC1CCCCN1C(=O)Cn1c(=O)n(CCCC(=O)NCc2ccco2)c(=O)c2sccc21 (stereo not drawn)	-1.0	22%	3%	-2%
33	O=C1CC(c2ccccc2F)c2c(c3ccccc3[nH]c2=O)O1 (stereo not drawn)	0.9	7%	-19%	1%
34	CC(Oc1ccc(Cl)cc1Cl)C(=O)NC1CCSC1=O (stereo not drawn)	-3.0	2%	5%	-3%
35	CC1(C)Cc2cccc(OCC(O)CNCc3ccccn3)c2O1 (stereo not drawn)	0.7	-6%	2%	-4%
36	COc1cc(C2C(C#N)=C(C)NC3=C2C(=O)CC(C)(C)C3)ccc1O (stereo not drawn)	-0.9	20%	-19%	11%
37	Cc1cc2c(cc1C)N(C(=O)CN1C(=O)c3ccccc3C1=O)C(C)(C)c1ssc(=S)c1-2	-0.5	17%	1%	11%
38	C[C@@H]1CN([C@H](C)CO)C(=O)CCCn2nncc2CO[C@H]1CN(C)S(=O)(=O)c1cn(C)cn1	-0.7	9%	1%	-4%
39	C=CCN1C(=O)C(Cc2ccccc2)S/C1=N/N=C/c1cccs1 (stereo not drawn)	-2.5	3%	-6%	9%
40	Cc1ccc2nc(-c3ccc(Br)cc3)cc(C(=O)NCC3CCCO3)c2c1 (stereo not drawn)	-5.0	-16%	15%	1%
41	COc1ccccc1OCC(=O)Nc1cccc(N(C)S(C)(=O)=O)c1	-1.6	14%	-7%	6%
42	Cc1cc(CNC(=O)C(C)n2cc([N+](=O)[O-])cn2)c2ccccc2n1 (stereo not drawn)	-1.1	20%	23%	-1%
43	CCCNc1c(NC(C)=O)c(=O)oc2ccccc12	-0.1	-8%	-1%	9%
44	O=C(NCCC1=CCCCC1)c1cnc2n(c1=O)CCS2	1.4	20%	4%	7%
45	CCn1c(CC(=O)Nc2ccccc2)nnc1SCc1nc2ccccc2c(=O)[nH]1	-4.7	-34%	-1%	-3%

no.	EPAC1 antagonist	PLK1 PBD block	Abeta rescue	PI5P4Ka inh
31	?	?	-4%	-1
32	16%	?	-13%	2
33	-3%	-10%	12%	-1
34	9%	-3%	-14%	nt
35	8%	1%	9%	5
36	1%	3%	-10%	-2
37	3%	-13%	-6%	-2
38	-8%	2%	6%	-2
39	0%	-2%	-9%	-11
40	12%	4%	-8%	0
41	-2%	-4%	14%	nt
42	-12%	-17%	6%	1
43	-5%	-4%	-8%	-7
44	-4%	-12%	-20%	nt
45	-4%	1%	-14%	0

# Values by screen from the list.
# EPAC1 ag, nos. 3–14, in order: 3%, -6%, -3%, 10%, -2%, -10%, 17%, -7%, -11%, -7%, 8%, 0%
# IL2 activator, nos. 3–14, in order: -3.6, 0.0, -1.6, -0.7, -6.4, 0.2, -0.4, -0.3, -2.9, -1.4, -3.0, -0.5

# Back to the main list with the 2 entries that preceded the break.
no.	SMILES	IL2 activator	FUS suppressor	WRN helicase inh	EPAC1 ag
44	O=C(NCCC1=CCCCC1)c1cnc2n(c1=O)CCS2	1.4	20%	4%	7%
45	CCn1c(CC(=O)Nc2ccccc2)nnc1SCc1nc2ccccc2c(=O)[nH]1	-4.7	-34%	-1%	-3%
46	CC(=O)Nc1ccc(NC(=O)CSc2nnnn2-c2ccc(F)cc2)cc1	0.6	32%	-1%	-10%
47	Cc1ccc(C(=O)CC(C(=O)O)n2cnc([N+](=O)[O-])n2)cc1 (stereo not drawn)	-4.1	28%	-9%	-2%
48	COc1ccccc1-n1c(=O)c2c3c(sc2n2c(SC)nnc12)CCC3	0.6	-3%	-1%	2%
49	Cc1noc(C)c1COC(=O)c1ccccc1Oc1ccccc1	2.3	25%	-8%	18%
50	Oc1ccccc1N=Nc1ccccc1O	-1.4	-20%	-3%	0%
51	CCCCC1=CC2=C(c3ccco3)C(=O)C(C)(OC(=O)c3ccc(OC)cc3)C(=O)C2=CN1C1CCCCC1 (stereo not drawn)	-0.6	?	3%	10%
52	C=CCN=C1CC(C)(C)CC(=O)/C1=C(/O)CCC(=O)OC	-0.3	11%	3%	0%

no.	EPAC1 antagonist	PLK1 PBD block	Abeta rescue	PI5P4Ka inh
44	-4%	-12%	-20%	nt
45	-4%	1%	-14%	0
46	-2%	-3%	-9%	5
47	-4%	-5%	-3%	2
48	5%	-3%	-4%	-8
49	-12%	2%	1%	8
50	-26%	5%	?	-1
51	-9%	-18%	-15%	?
52	?	-2%	2%	nt

# One compound at a time, as listed above. Order of screens: IL2 activator | FUS suppressor | WRN helicase inh | EPAC1 ag | EPAC1 antagonist | PLK1 PBD block | Abeta rescue | PI5P4Ka inh
# Cc1ccc(C(=O)CC(C(=O)O)n2cnc([N+](=O)[O-])n2)cc1 (stereo not drawn) in the list: -4.1 | 28% | -9% | -2% | -4% | -5% | -3% | 2
# CC(=O)Nc1ccc(NC(=O)CSc2nnnn2-c2ccc(F)cc2)cc1 in the list: 0.6 | 32% | -1% | -10% | -2% | -3% | -9% | 5
